High-throughput results (PubChem BioAssay)
Kir21 block: blocks the mouse Kir2.1 inward-rectifier potassium channel; P35561; HEK293-Kir2.1, FluxOR thallium flux fluorescence; active compounds read low; B-score at 10 µM; 0.85% of 310,000 active; AID 1672;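 active = fluorescence ratio B-score at or below minus 3 SD of library scores, with starting-brightness B-score within 2 SD, cut at about -4.2 in these data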;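 also: channel flux triggered by added potassium and thallium sulfate stimulus; B-score of peak minus minimum fluorescence over baseline after thallium stimulus; more negative B-score means stronger Kir2.1 block with less thallium influx; some compounds called inactive have numbers as strong as hits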
Target sequence (P35561 whole entry, looked up): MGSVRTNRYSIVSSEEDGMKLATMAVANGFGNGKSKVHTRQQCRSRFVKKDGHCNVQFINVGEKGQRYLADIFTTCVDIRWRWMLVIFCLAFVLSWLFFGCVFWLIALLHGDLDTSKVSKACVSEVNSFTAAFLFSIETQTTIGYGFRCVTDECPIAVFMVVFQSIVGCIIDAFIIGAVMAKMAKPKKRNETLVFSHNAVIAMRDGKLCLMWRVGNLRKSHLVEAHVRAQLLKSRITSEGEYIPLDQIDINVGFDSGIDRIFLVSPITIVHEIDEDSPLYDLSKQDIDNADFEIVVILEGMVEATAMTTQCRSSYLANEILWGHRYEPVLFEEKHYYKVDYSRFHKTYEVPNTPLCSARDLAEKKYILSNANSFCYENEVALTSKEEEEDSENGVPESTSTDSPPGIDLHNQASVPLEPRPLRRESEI
KCNQ2 inh: KCNQ2 channel blockers in CHO-K1 cells – cell-based, FluxOR thallium flux, B-score, primary screen (AID 2156); O88943; 20 min; active compounds read low; B-score at 10 µM; 1.1% of 310,000 active;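 active = fluorescence ratio B-score at most minus 3 library SDs, with starting brightness B-score within 2 library SDs, cut at about -5.5 in these data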
An asterisk follows results filed as active; i = inactive; & = joins results of further samples.

nr | SMILES | Kir21 block | KCNQ2 inh
1 | COc1ccc(C(=O)NN=C2CCCC2)cc1OC | 0.3 | i
2 | O=C(CSc1nnc(CN2CCCCCC2=O)n1-c1ccccn1)NCC(F)(F)F | 0.02 | i
3 | COCCNC(=O)CSc1nc(-c2ccccc2)cs1 | -0.02 | i
4 | CCOc1ccc(N(CC(=O)NCc2ccco2)S(=O)(=O)c2ccc(OC)c(OC)c2)cc1 | 0.63 | i
5 | CC(C(=O)Nc1ccc(F)c(F)c1F)N(C)CC(=O)Nc1ccccc1Br (stereo not given) | -1.5 | i
6 | CCOc1ccc(OCC)c(NC(=O)CCCN2C(=S)NC(C)(C)CC2C)c1 (stereo not given) | -0.44 | i
7 | CC1Sc2ccc(S(=O)(=O)N3CCC(C(=O)Nc4cccc(Cl)c4)CC3)cc2NC1=O (stereo not given) | 0.75 | i
8 | N#CCc1ccc(OC(=O)c2cccnc2)cc1 | -1.06 | i
9 | CCOC(=O)c1c(NC(=O)c2cc(C)on2)c2cc([N+](=O)[O-])ccc2n1C | 0.23 | i
10 | COc1ccc(-c2cc(C(=O)N3CCCCCC3)c3cc(C)ccc3n2)cc1 | -0.55 | -8.46*
11 | O=[N+]([O-])c1ncn(C23CC4CC(CC(C4)C2)C3)n1 | -0.43 | i
12 | Cn1c(C(=O)N2CCC(C(=O)NCc3ccccc3)CC2)cc2sccc21 | 1.3 | i
13 | C=CCN1C(c2ccc(OCC)cc2)=CS/C1=C(\C#N)c1nnc2n1CCCCC2 | -0.7 | i
14 | O=C(/C=C/c1ccc([N+](=O)[O-])cc1)c1ccco1 | -1.81 | -7.34*
15 | N=C1SCC(=O)N1c1nc(-c2ccccc2)cs1 | -1.98 | i
16 | CCOC(=O)c1ccc(OCc2nc(-c3cccs3)no2)cc1 | 0.22 | i
17 | CCOc1ccccc1C(=O)NC(C(=O)NCc1ccccc1OC)C(C)C (stereo not given) | -0.01 | -6.23*
18 | CCOC(=O)c1sc(=S)n(C)c1NC(=O)c1ccc(C(C)(C)C)cc1 | 0.6 | i
19 | O=C(O)CC(NS(=O)(=O)c1cccc2nsnc12)c1ccc(F)cc1 (stereo not given) | 0.03 | i
20 | COc1ccc(Cc2nc3ccc(S(=O)(=O)N4CCOCC4)cc3[nH]2)cc1OC | 0.01 | i
21 | Cc1ccc(C2=NC(C)(C)NC2=O)cc1 | -0.36 | i
22 | Cc1ccc(-c2n[nH]c(Cc3ccccc3)n2)cc1 | -0.29 | i
23 | Cc1c(C(=O)O)oc2c1C(O)CC(C)(C)C2 (stereo not given) | 0.95&-0.86 | i
24 | Cc1ccc(C(C)C)c(OCCCN2C(=O)NC(C)(C)C2=O)c1 | -2.5 | i
25 | COC(=O)N1C(=O)[C@](CC(C)C)(c2ccccc2)N1C(=O)OC | -0.54 | i
26 | Cc1ccc(C)c2sc(NC(=O)C3CC3)nc12 | 1.18 | i
27 | COc1ccc(N2CCN(C3CC(=O)N(Cc4ccccc4)C3=O)CC2)cc1 (stereo not given) | 0.73 | i
28 | O=C(COc1ccccc1)Nc1ccc(OC(F)(F)C(F)F)c(NC(=O)COc2ccccc2)c1 | 1.78 | i
29 | C=CCc1cccc(/C=N/NC(=O)c2ccccc2OC)c1O | -0.02 | i
30 | O=C1Nc2c(ccc(Cl)c2Cl)C(=O)C1(F)c1ccccc1 (stereo not given) | 0.52 | i
31 | O=C(CCc1ccccc1)N1CCN(c2ccccn2)CC1 | 0.3 | i
32 | CCOC(=O)C1CCCN(C(=O)c2ccc3c(c2)N(Cc2ccccc2)C(=O)c2ccccc2S3=O)C1 (stereo not given) | -0.98 | i
33 | CCOC(=O)N1CCN(S(=O)(=O)CCNC(=O)c2cccc(OC)c2)CC1 | -0.95 | i
34 | CC1CCCN(C(=O)CSc2nc3ncccc3[nH]2)C1 (stereo not given) | 1.4 | i
35 | CC(C)N(Cc1ccccc1)C(=O)CN1C(=O)c2ccccc2C1=O | -0.61 | i
36 | Cc1c(C(=O)Nc2ccc3c(c2)CCC3)cccc1[N+](=O)[O-] | -1.02 | i
37 | Cc1ccc(N(CCC#N)C(=O)CN2C(=O)NC(Cc3ccccc3)C2=O)cc1 (stereo not given) | 1.2 | i
38 | CCOC(=O)c1cnc(SCC(=O)NCc2cccs2)nc1N | -0.08 | i
39 | Cc1[nH]c2ccccc2c1C(=O)CSc1ccc(Cl)cc1 | -0.01 | i
40 | O=C(Nc1cccc([N+](=O)[O-])c1)c1ccc2c(c1)C(=O)N(c1ccccn1)C2=O | -1.1 | i
41 | CCN(CC)S(=O)(=O)c1ccc(-c2nnco2)cc1 | 0.61 | i
42 | CCOC(=O)c1c(C)[nH]c(C(=O)CSc2nccc(C)n2)c1C | -0.63 | i
43 | CN1CC(=O)N2C(c3cccc([N+](=O)[O-])c3)c3[nH]c4ccccc4c3C[C@H]2C1=O (stereo not given in full) | 0.52 | i
44 | CC1CCCC(NC(=O)CCn2c(=S)oc3ccccc32)C1C (stereo not given) | -1.1 | i
45 | COc1cc(/C=N/NC(=O)NC2CCCCC2)ccc1O | 0.73 | i
46 | CCc1cccc2c(C(=O)CSc3nncn3-c3ccccc3OC)c[nH]c12 | 0.69 | i
47 | Cc1nn(-c2ccccc2)c(Cl)c1C(=O)OC(C)C(=O)Nc1ccc2c(c1)OCO2 (stereo not given) | -0.23 | i
48 | CS(=O)(=O)N(CC(=O)N1CCc2ccccc2C1)c1ccccc1F | 1.04 | i

Rewritten screen by screen: part of the list above
#43 CN1CC(=O)N2C(c3cccc([N+](=O)[O-])c3)c3[nH]c4ccccc4c3C[C@H]2C1=O (stereo not given in full)
#44 CC1CCCC(NC(=O)CCn2c(=S)oc3ccccc32)C1C (stereo not given)
#45 COc1cc(/C=N/NC(=O)NC2CCCCC2)ccc1O
#46 CCc1cccc2c(C(=O)CSc3nncn3-c3ccccc3OC)c[nH]c12

| screen / no. | 43 | 44 | 45 | 46 |
| --- | --- | --- | --- | --- |
| Kir21 block | 0.52 | -1.1 | 0.73 | 0.69 |
| KCNQ2 inh | i | i | i | i |

Next section
nr | SMILES | Kir21 block | KCNQ2 inh
49 | Cc1cc(C)c(N(C(=O)Cn2nnc3ccccc32)C(C(=O)NC(C)(C)C)c2ccsc2)c(C)c1 (stereo not given) | -0.52 | i
50 | COc1ccccc1CCC(=O)N(C)CC(=O)Nc1ccc(Cl)c(C(F)(F)F)c1 | -1.41 | i
51 | COC1=C/C(=C/c2c(N)n3nc(CC(=O)N4CCOCC4)sc3nc2=O)C=CC1=O | -0.02 | i
52 | CCOc1cc(N2CCOCC2)c(OCC)cc1NCC(=O)N1CCN(Cc2ccccc2)CC1 | -0.6 | i
53 | COc1ccccc1-c1c(C)nn2c(N3CCN(c4ccccc4OC)CC3)cc(C)nc12 | 0.45 | i
54 | CCn1nc(NC(=O)c2ccccn2)c2cc3cc(C)ccc3nc21 | 0.36 | i
55 | COc1cccc(N=c2oc3c(C)ncc(CO)c3cc2C(N)=O)c1 | -0.49 | i
56 | CCOc1ccc(/C=N/NC(=S)Nc2c(C)cccc2C)cc1 | -0.02 | i
57 | CCN1CCN(c2ncc(C(=O)Nc3ccccc3C(=O)OC)c3ccccc23)CC1 | -1.95 | i
58 | C=CCN1C(=O)C(C)(C)N(C(C)=O)c2ccccc21 | -2.11 | i
59 | CCOC(=O)c1c(C)[nH]c(C)c1S(=O)(=O)N(C)CC(=O)N1CCN(c2ccc(OC)cc2)CC1 | -0.11 | i
60 | CCCn1c2ccccc2c2cnn(CC(=O)NCCN(CC)CC)c(=O)c21 | 0.05 | i
61 | O=C(/C=C/c1ccco1)NC(=S)Nc1nc(-c2ccc3ccccc3c2)cs1 | 0.06 | i
62 | O=C(Nc1cccc2ccccc12)c1ccc(Cn2cc(Cl)cn2)cc1 | -0.14 | i
63 | CCOC(=O)N1CCC(NC(=O)C(Cc2ccccc2)NC(=O)c2ccco2)CC1 (stereo not given) | 0.79 | i
64 | CC(=O)c1ccc(S(=O)(=O)Nc2ccc(-n3c(C)nc4ccccc4c3=O)cc2)cc1 | -0.18 | i
65 | Cc1ccc(CNC(=O)C2CCN(S(=O)(=O)N3CCC4(CC3)OCCO4)CC2)cc1 | 0.01 | i
66 | Cc1cc(S(=O)(=O)Nc2ccc(C(=O)NCCCN3CCOCC3)cc2)ccc1F | -0.59 | i
67 | Nc1nc(SCC(=O)Nc2ccc3c(c2)CCC3)n[nH]1 | -0.27 | i
68 | COc1ccc(-c2cc(=O)[nH]c(N3CCN(Cc4ccccc4)CC3)n2)cc1 | 0.92 | i
69 | O=C(NC(=S)Nc1ccccc1Br)C1CC1 | -0.23 | i
70 | Cc1cccc(OCC(=O)NC2CCCCCC2)c1C | -2.65 | i
71 | O=S(=O)(c1cccs1)N1CCN(c2ncccn2)CC1 | 0.42 | i
72 | Cc1c(N(C(=O)c2cnccn2)C2(C(=O)NC3CCCC3)CCCCC2)c(=O)n(-c2ccccc2)n1C | -0.15 | i
73 | CCOc1cc(S(=O)(=O)NCc2cccnc2)c(C)cc1C | -3.21 | i
74 | CCCCC(CC)C(=O)Nc1ccc(S(=O)(=O)Nc2nccs2)cc1 (stereo not given) | 0.02 | i
75 | c1ccc(COC2CCCN(Cc3nc(-c4cnccn4)no3)C2)cc1 (stereo not given) | 1.52 | i
76 | Cc1ccc(CCNC(=O)C2CCN(S(=O)(=O)c3cccc4nsnc34)CC2)cc1 | 0.36 | i
77 | O=C1CC(c2ccc3c(c2)OCCO3)Oc2ccccc21 (stereo not given) | 1.29 | i
78 | CC(C)c1csc(CN2CCC(CO)(Cc3ccccc3)CC2)n1 | -2.14 | i
79 | O=C(N/N=C1/C(=O)c2cccc3cccc1c23)c1ccc(Cl)cc1 | -1.51 | i
80 | C/C(=N\NC(=O)C1CCCN(S(=O)(=O)c2ccccc2)C1)c1cccnc1 (stereo not given) | -0.76 | i
81 | CC(=O)N1CCN(C(=O)COc2ccccc2C(=O)Nc2ccccc2)CC1 | -2.45 | i
82 | CCOc1ccccc1NC(=O)COC(=O)CC(NC(N)=O)c1ccc(Cl)cc1 (stereo not given) | 0.82 | i
83 | C/C(=N\N=C(N)N)c1ccc(C)c(C)c1 | 0.84 | i
84 | O=C(CN1CCN(C/C=C/c2ccccc2)CC1)Nc1ccccc1C(=O)NC1CC1 | 0.55 | i
85 | Cc1cccc(NC(=O)CSCC(=O)Nc2ccccc2N2CCCCC2)c1 | -0.16 | i
86 | CCc1ccc(-n2c(Cn3nc(C(F)(F)F)cc3C)n[nH]c2=S)cc1 | 0.63 | i
87 | COc1ccccc1/C=N/N1CCN(c2ccc(Cl)cc2)CC1 | 2.15 | i
88 | CCC(=O)NNC(=O)CCC(=O)Nc1cccc(Cl)c1C | -2.46 | i

5 records drawn at random from those above, as already listed:
nr | SMILES | Kir21 block | KCNQ2 inh
56 | CCOc1ccc(/C=N/NC(=S)Nc2c(C)cccc2C)cc1 | -0.02 | i
19 | O=C(O)CC(NS(=O)(=O)c1cccc2nsnc12)c1ccc(F)cc1 (stereo not given) | 0.03 | i
33 | CCOC(=O)N1CCN(S(=O)(=O)CCNC(=O)c2cccc(OC)c2)CC1 | -0.95 | i
13 | C=CCN1C(c2ccc(OCC)cc2)=CS/C1=C(\C#N)c1nnc2n1CCCCC2 | -0.7 | i
42 | CCOC(=O)c1c(C)[nH]c(C(=O)CSc2nccc(C)n2)c1C | -0.63 | i

Additional records
nr | SMILES | Kir21 block | KCNQ2 inh
89 | COc1ccc(NC(=O)CSc2nc3c(c(=O)n2-c2ccc(F)cc2)SCC3)c(OC)c1 | -1.37 | i
90 | CC(C)(C)c1ccc(/C=C/C(=O)c2ccc(NC3=NCCCS3)cc2)cc1 | -1.12 | i
91 | COC(=O)CN(c1ccc(OC)c(OC)c1)S(C)(=O)=O | -2.41 | i
92 | CCN1CCN(C(=O)c2nn(-c3ccc(OC)cc3)c(=O)c3c2c2ccccc2n3C)CC1 | -0.37 | i
93 | O=C(NCC(=O)N1CCC2(CC1)NCCc1[nH]cnc12)c1ccc(Br)cc1 | -0.97 | i
94 | COc1cc(NC(=O)CSc2nc(C)cc(C)n2)cc(OC)c1OC | -0.18 | i
95 | O=C(N/N=C/c1cc([N+](=O)[O-])ccc1O)/C(=C\c1cccs1)NC(=O)c1ccccc1 | 1.13 | i
96 | COC(=O)CN1C(=O)COc2ccc(Cl)cc21 | -1.63 | i
97 | Cc1cccc(N2CCN(Cc3nc(-c4ccccc4Cl)oc3C)CC2)n1 | 0.55 | i
98 | CC1CC(=S)Nc2ccccc2N1Cc1ccccc1 (stereo not given) | -4.8* | i
99 | O/N=C1\CCCc2nnc3c(c21)CCCC3 | -0.79 | i
100 | CC(=O)c1c(C)nc2ccc(C)cc2c1-c1ccccc1 | -1.44 | i
101 | COc1ccc(CCNC(=O)c2nc3ncccn3n2)cc1OC | 0.13 | i
102 | Cc1ccc2nc(Nc3nc(CSc4nnnn4-c4ccccc4)cc(=O)[nH]3)nc(C)c2c1 | 0.54 | i
103 | c1ccc2nc3c(cc2c1)CCCCCC3 | -2.18 | i
104 | COc1cc(NC(=O)c2cc(C)no2)c(OC)cc1Cl | -0.06 | i
105 | COc1ccc(NC(=S)Nc2ccc(OCc3ccccc3)cc2)c(OC)c1 | 2.23 | i
106 | O=C(O)CCC(=O)NNc1nc(-c2ccccc2)c2cc(Cl)ccc2n1 | 1.1 | i
107 | CC(=O)CCc1c[nH]c2c(C(=O)O)cccc12 | -0.22 | i
108 | N#CC1=C(N)NC(=S)C(C(N)=O)C1c1ccccc1F (stereo not given) | 0.14 | i
109 | CC(C)c1ccc(NC(=S)N2CCCC(c3ccc(F)cc3)=N2)cc1 | 0.17 | i
110 | CCN(CC(=O)NCc1ccc(F)cc1)C(=O)c1ccc(COc2ccccc2)cc1 | -0.06 | i
111 | CCCOc1ccc(CNC(=O)Cn2ncc3ccccc32)cc1 | -0.71 | i
112 | COc1ccccc1-n1c(SCC(=O)NC2CCS(=O)(=O)C2)nc2cc([N+](=O)[O-])ccc21 (stereo not given) | 0.88 | i
113 | OC1(c2ccc(F)cc2)CCN(Cc2cccnc2)CC1 | -1.34 | i
114 | CC(NC(N)=O)C(=O)OCC(=O)c1ccc(-c2ccccc2)cc1 (stereo not given) | 0.13 | i
